mIAP block = mouse IAP inhibition | purified mouse IAP, CDP-Star luminescence, 30 min | inhibition, % at 10 µM | actives 0.2% (n = 330,000);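 active = inhibition of at least 40% at 10 µM in the primary screen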;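 note: plate controls were DMSO with enzyme for no effect and no enzyme wells for full effect; values of inactives mirror those of a sister screen read the other way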
A3A deaminase = inhibitors of human APOBEC3A DNA deaminase; actives 0.41% (n = 330,000); recombinant A3A, FAM/TAMRA ssDNA deamination fluorescence; inhibition, % at 20 µM;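 active = at least 40% inhibition at 20 µM here, with at most 30% in a related deaminase screen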;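 note: plate controls were A3A with DMSO for no effect and wells lacking A3A enzyme for full effect; some results filed as inactive read as strong as hits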
Target sequence (P31941 whole entry, looked up): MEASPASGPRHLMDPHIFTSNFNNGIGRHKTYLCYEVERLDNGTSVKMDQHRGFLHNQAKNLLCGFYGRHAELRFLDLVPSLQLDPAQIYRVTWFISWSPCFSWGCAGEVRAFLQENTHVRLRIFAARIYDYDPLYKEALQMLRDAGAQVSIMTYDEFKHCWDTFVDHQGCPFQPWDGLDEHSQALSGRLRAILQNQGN
hIAP act = increases human intestinal alkaline phosphatase activity; P09923; purified human IAP, CDP-Star luminescence, 30 min; active compounds read high; 1 = vehicle-only enzyme, 0 = enzyme-free background; activation factor at 10 µM; actives 0.16% (n = 330,000); AID 2524;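 active = activation factor of the enzyme at least 2-fold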; note: the source names both 10 and 20 µM as test concentration; values of inactives mirror those of a sister screen read the other way
MIN6 prolif = MIN6 beta-cell proliferation induction | proliferation, % at 10 µM | MIN6 cells proliferation, ATPlite luminescence, 48 h; cells starved in 0.2% serum; 100% = growth in 10% serum | AID 2380 | actives 0.29% (n = 330,000);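 active = compounds whose signal lies at least 3.5 SD above the mean of all wells on their plate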;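 note: 0% = DMSO-treated cells in low-serum medium and 100% = 10% serum control; some compounds called inactive have numbers as strong as hits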
hIAP block = human IAP inhibition; P09923; purified IAP, CDP-Star luminescence, 30 min; inhibition, % at 10 µM; actives 0.12% (n = 330,000);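 active = inhibition reaching a set limit with compound at 10 µM in the primary screen, cut at about 35% in these data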;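 note: plate controls were DMSO wells with enzyme for no effect and no-enzyme buffer wells for full effect; values of inactives mirror those of a sister screen read the other way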
GRIN3A LBD mod = modulates the human NR3A ligand-binding domain | actives 2.5% (n = 340,000) | NR3A LBD differential scanning fluorimetry, Tm shift; 0% = protein alone, 100% = glycine-bound protein | AID 1259313 | Tm shift relative to glycine control, % at 25 µM;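 active = melting temperature shift of at least 10% of the positive control shift, at one fixed dose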
MPTP inh = permeability transition pore inhibition; isolated mouse mitochondria, Ca2+ swelling absorbance, 30 min; inhibition, % at 10 µM; actives 1.4% (n = 360,000); AID 602449;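 active = inhibition of 50% or more, scaled per plate between neutral and stimulator controls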;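 note: 0% = DMSO wells given calcium and 100% = 1 mM EGTA wells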
mIAP act = increases mouse intestinal alkaline phosphatase activity. muIAP, CDP-Star luminescence, 30 min; active compounds read high; 1 = vehicle-only enzyme signal, 0 = enzyme-free wells. activation factor at 10 µM. actives 0.24% (n = 330,000). AID 2805;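 active = activation factor of at least 2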; note: the source names both 10 and 20 µM as test concentration; values of inactives mirror those of a sister screen read the other way
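Assay system: mouse IAP enzyme; Reagent: CDP-Star chemiluminescent phosphatase substrate; Compound: DMSO-dissolved test compounds; Incubation: 30 min, room temperature; Technique: luminescence from enzymatic CDP-Star hydrolysis; Controls: DMSO-only wells and no-enzyme negative control.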
APOBEC3G inh = APOBEC3G (human) deaminase inhibition | AID 493012 | actives 0.28% (n = 330,000) | recombinant A3G, ssDNA deamination FAM/TAMRA fluorescence | inhibition, % at 20 µM;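 active = inhibition of at least 40% at 20 µM, with no more than 30% in the related APOBEC3A deaminase screen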;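 note: plate controls were DMSO wells with A3G for no effect and wells lacking A3G enzyme for full effect; some compounds called inactive have numbers as strong as hits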
Target sequence (Q9HC16 whole entry, looked up): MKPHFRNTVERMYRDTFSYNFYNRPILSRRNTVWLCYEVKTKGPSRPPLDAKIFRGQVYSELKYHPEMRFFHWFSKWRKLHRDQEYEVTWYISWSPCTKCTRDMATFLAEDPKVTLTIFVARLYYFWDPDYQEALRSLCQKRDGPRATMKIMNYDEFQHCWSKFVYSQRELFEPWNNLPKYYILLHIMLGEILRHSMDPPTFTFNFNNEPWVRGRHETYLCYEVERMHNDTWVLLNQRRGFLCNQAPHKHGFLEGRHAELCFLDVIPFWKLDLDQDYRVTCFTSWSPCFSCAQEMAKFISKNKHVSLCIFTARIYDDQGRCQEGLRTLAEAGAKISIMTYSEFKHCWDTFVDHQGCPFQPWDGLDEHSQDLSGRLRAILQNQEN
Numbers without * were called inactive.

SMILES	mIAP block	A3A deaminase	hIAP act	MIN6 prolif	hIAP block	GRIN3A LBD mod	MPTP inh	mIAP act	APOBEC3G inh
CN(c1cccc(NC(=O)CSc2ccc(Cl)cc2)c1)S(C)(=O)=O	-2.6	-0.5	0.9	-0.9	10.0	-8.3	7.7	1.03	-5.8
CN1CC(c2ccccc2)Oc2ccccc2C1=S (centres undefined)	6.7	-0.6	0.889	-2.1	11.1	-0.1	4.0	0.933	-6.5
CCN(C(=O)c1cccc(F)c1)c1ccccc1C	4.4	-1.1	0.884	1.3	11.6	0.1	1.0	0.956	-5.9
COC(=O)N/N=C/c1ccc(OCCSc2ccc(Cl)cc2)c(OC)c1	4.8	2.6	0.953	0.8	4.7	-10.7	1.6	0.952	-2.7
O=C(CSc1nc2cc(Cl)ccc2s1)N1CCN(C(=O)c2ccco2)CC1	8.2	0.0	1.13	-1.2	-12.8	-1.7	-0.9	0.918	-2.6
c1csc(CN2CCN(Cc3cccs3)C2c2cccs2)c1	4.0	0.9	0.821	0.7	17.9	-3.8	1.9	0.96	0.5
Cc1cccc(OCC(=O)O/N=C(\N)c2ccc(Br)cc2)c1	4.5	1.5	0.986	-2.0	1.4	4.2	-0.8	0.955	1.6
CC(C)=NN1C(=O)c2ccccc2NC1(C)C	-4.9	-3.2	1.03	-1.2	-3.3	1.2	1.0	1.05	-13.7
CCCN(CCC)S(=O)(=O)c1ccc(C(=O)Nc2nnc(COC)o2)cc1	1.9	-1.1	0.93	-5.6	7.0	0.3	0.3	0.981	-1.3
Cc1cccc(NC(=S)N2CCCCCC2)c1	7.1	-0.2	0.948	0.0	5.2	-1.5	-2.7	0.929	-8.8
Cn1c(=O)[nH]c(=O)c2c1nc(N1CCN(C(c3ccccc3)c3ccccc3)CC1)n2CCO	6.4	-3.8	1.16	-5.2	-16.4	0.4	-0.7	0.936	-8.7
CN(C)c1ccc(/C=C(\C#N)c2ccccn2)cc1	20.2	2.2	0.85	-2.8	15.0	0.9	0.5	0.798	-2.3
CCc1ccc(-c2nc(C)c(CCO)c(=O)[nH]2)cc1	-7.1	2.2	1.15	-1.7	-14.5	0.9	0.5	1.07	0.5
N[C@@H](CO)c1cn([C@@H](Cc2cc3ccccc3[nH]2)C(=O)N2CCNCC2)nn1	-9.5	1.0	0.967	3.0	3.3	-0.5	0.9	1.09	-2.7
CCc1ccc2n(-c3ccc(OC)cc3)c([S-])c(C(=O)Nc3cc(C)cc(C)c3)[n+]2c1	4.8	-2.6	0.96	-4.3	4.0	0.2	5.7	0.952	-6.0
COc1ccccc1Nc1nnc(C)c(=O)[nH]1	-0.8	-2.3	1.21	-1.7	-21.1	0.4	0.7	1.01	-3.9
COc1ccccc1-n1c(CCC(=O)O)ccc1-c1ccccc1	0.2	-6.7	1.26	-3.4	-25.7	0.9	-0.1	0.998	-7.8
Cc1cc(C(C)(C)CC(C)(C)C)ccc1OCCOCC[N+](C)(C)Cc1ccccc1	-9.8	1.1	1.11	-8.1	-11.1	-2.5	9.3	1.1	-4.9
COCCn1c(=S)[nH]c2cc(C(=O)N3CCN(c4cccc(Cl)c4)CC3)ccc2c1=O	10.9	-0.3	1.24	-3.6	-24.3	-0.2	-1.2	0.891	-5.2
COc1ccccc1N1CCN(C(=O)CN(Cc2ccc(Cl)cc2)S(C)(=O)=O)CC1	8.7	-1.3	0.909	-2.6	9.1	-5.0	0.7	0.913	-3.4
Cc1nn(CC(=O)Nc2ccc3c(c2)oc2ccccc23)c(=O)c2ccccc12	-6.0	-1.4	1.05	-2.2	-5.5	0.0	0.2	1.06	-4.3
O=C(COC(=O)CNC(=O)c1ccc(Cl)cc1Cl)NCC1CCCO1 (centres undefined)	3.4	-3.2	0.995	-3.9	0.5	-0.3	-0.3	0.966	-12.9
CC(=O)c1cc(NC(=O)c2ccccc2)c(=O)oc1/C=C/N(C)C	13.1	-3.8	0.916	-2.0	8.4	3.1	-0.3	0.869	-6.3
C=CCn1c(SCC(=O)NC(=O)Cc2ccccc2)nc2ccccc2c1=O	-8.5	1.2	0.941	-2.8	5.9	-1.2	0.1	1.08	-2.9
COc1ccc(OCc2nnc(SCC(=O)O)n2N)cc1	-6.7	0.8	1.06	-2.2	-6.1	0.8	0.2	1.07	-0.4
NC1=NC(=O)C(CC(=O)Nc2ccc3c(c2)OCO3)S1 (centres undefined)	-0.5	3.7	1.12	-0.2	-12.4	-2.5	-1.0	1	1.4
COc1ccc(/C=C/C(=O)NC(=S)NNC(=O)[C@H]2C[C@@H]2c2ccccc2)cc1OC	8.8	-3.5	1.17	-4.7	-17.3	-7.5	5.5	0.912	2.2
COc1ccccc1NC(=O)c1ccccc1Oc1ccccc1	5.9	-5.7	0.956	-2.3	4.4	0.3	3.4	0.941	-8.0
COc1cc(OC)c(OC)cc1/C=C1\Oc2cc(OS(C)(=O)=O)ccc2C1=O	7.1	-25.9	1.04	-0.3	-3.7	-1.5	4.1	0.929	-64.9
COc1ccccc1NS(=O)(=O)c1ccc(N/N=C/C=C/c2ccccc2[N+](=O)[O-])c([N+](=O)[O-])c1	23.4	-3.0	0.956	-2.9	4.4	-6.4	2.1	0.766	-4.9
N#Cc1cccc(C(c2nnnn2C2CCCC2)N2CCC(Cc3ccccc3)CC2)c1 (centres undefined)	6.2	-0.1	0.84	-2.6	16.0	-0.9	-0.1	0.938	-1.1
CSc1ccc(/C=N/NC(=O)CNc2ccc3ccccc3c2)cc1	21.9	-1.0	1.19	-3.4	-19.4	21.1*	-1.4	0.781	-3.6
COc1ccccc1/C=N/NC(=O)c1cccc(OC(F)(F)C(F)F)c1	-0.1	-0.6	1.06	0.0	-5.7	-8.3	4.6	1	-1.1
Cc1nnc(SCc2ccccc2F)n1NCc1cccs1	4.4	-1.4	0.894	-0.1	10.6	-1.1	-0.3	0.956	-6.4
Cc1ccc(S(=O)(=O)NCC(=O)NCC(=O)OCC(=O)NC(=O)NC(C)(C)C)cc1C	5.1	-1.2	0.938	-4.0	6.2	0.7	-2.0	0.949	-10.2
CC1CCCC(C)N1C(=O)c1cc(F)c(F)cc1Cl (centres undefined)	-7.9	2.7	0.921	0.0	7.9	-2.7	-0.7	1.08	-1.6
C/C(N)=C(/C#N)C(=O)CSc1nnc(-c2ccccc2)n1C	2.2	1.5	1.14	-2.5	-13.6	-0.9	1.4	0.978	-4.9
COC(=O)c1ccc(NC(=O)CNC(=O)C2CCCCC2)c(C)c1	-4.7	-2.8	0.864	-0.7	13.6	-0.9	-0.1	1.05	-5.1
Cc1cc(C)n(CCC(=O)Nc2ccc3c(c2)OCCO3)n1	2.6	-6.1	0.839	2.1	16.1	1.0	-1.2	0.974	-5.7
Cc1ccc(NS(=O)(=O)c2ccc3c(c2)c(=O)n(C)c(=O)n3C)cc1F	1.0	-0.9	0.992	-2.6	0.8	-6.8	-1.8	0.99	-3.3
COc1cc(CN2CCSCC2)cc(OC)c1OC	-1.7	-2.3	1.05	-1.8	-5.2	0.5	-1.8	1.02	-3.6
CCN(CC)C(=O)[C@H]1CC(CC(=O)NC/C=C(\C)CCC=C(C)C)C(=O)N2CCc3c([nH]c4ccccc34)[C@]12C (some centres undefined)	-13.3	-0.4	1.13	-5.0	-12.6	-3.1	0.4	1.13	3.2
CCc1ccc(Nc2ncc3c(n2)CC(C)(C)CC3=O)cc1	-2.2	-2.7	1.22	-0.7	-21.7	-0.1	1.5	1.02	-1.1
O=C(O)C1CCCN1S(=O)(=O)c1ccc2[nH]c(=O)c(=O)[nH]c2c1 (centres undefined)	1.8	-1.9	0.964	0.1	3.6	4.1	2.6	0.982	-6.3
O=C(c1cccs1)N1CCC(c2ccccc2)C1 (centres undefined)	8.4	1.5	0.934	1.4	6.6	-0.6	-0.8	0.916	-0.9
CSc1ccc(CNC(=O)Cc2ccc(NC(=O)C3=C(C)OCCS3)cc2)cc1	5.1	0.0	1.12	-7.4	-12.3	0.2	0.9	0.949	-0.4
NC(=O)COC(=O)c1ccccc1Nc1ccc(SC(F)F)cc1	7.8	-0.3	1.12	-2.0	-11.6	-12.3	-0.2	0.922	-5.0
O=C(Nc1ccccc1N1CCOCC1)c1ccc(N2CCCC2=O)cc1	5.7	5.4	1.01	-1.6	-0.6	-0.3	-0.4	0.943	-4.5
Cc1nnc(NC(=O)C2=COCCO2)s1	-4.4	1.8	1.04	-2.2	-4.3	0.6	0.1	1.04	5.2
Cc1cc[n+](-c2nc3ccccc3nc2[N-]S(=O)(=O)c2ccccc2)cc1	4.7	0.3	0.965	-0.7	3.5	3.9	-1.6	0.953	7.5
O=C(CSc1cccs1)Nc1ccc(Cl)cc1	-8.8	-1.8	1.06	-0.7	-6.3	-1.3	5.7	1.09	-3.3
Cc1nn(-c2ccccc2)c(C)c1/C=N/n1c(-c2ccncc2)n[nH]c1=S	0.5	-4.0	1.02	-2.0	-2.2	-4.3	0.6	0.995	41.7*
CC(=O)N1CC(C)Sc2ccc(S(=O)(=O)NC3CCCCC3)cc21 (centres undefined)	-7.9	-1.2	0.833	1.4	16.7	0.1	-0.3	1.08	8.5
CCN(C(=O)COC(=O)/C(C#N)=C/c1ccc(N(C)C)cc1)C1CCS(=O)(=O)C1 (centres undefined)	8.4	-2.4	0.85	-0.1	15.0	-0.6	-0.9	0.916	-8.6
COCCn1cc(C(=O)NCc2ccco2)c2c3ccccc3n(C)c2c1=O	1.0	0.6	1.03	-0.9	-3.0	-0.8	-0.5	0.99	-5.6
COc1cc(/C=N\N=C2/SC(CC(=O)O)C(=O)N2c2ccc(O)cc2)ccc1O (centres undefined)	11.1	-2.6	0.895	-3.0	10.5	0.2	0.6	0.889	-4.6
COc1cccc(C2C(=O)c3ccccc3C2=O)c1	-5.0	0.0	1.25	-2.0	-25.1	-2.0	0.1	1.05	0.8
COc1cc(OC)cc(-c2c(-c3cccs3)c3cc(-c4cnc(OC)nc4)ccc3n2C)c1	11.4	-2.4	1.1	-6.0	-10.0	0.1	-1.6	0.886	-4.9
Cc1nn(CC(=O)NCc2ccco2)c(C)c1[N+](=O)[O-]	2.1	-0.7	0.998	-1.3	0.2	2.2	0.9	0.979	-5.8
CC1=CC2=NC(=O)CC(C)(C(=O)N(CC(=O)NC3CCCC3)c3cc(C)cc(C)c3)N2C=C1 (centres undefined)	-8.7	0.4	1.1	-0.4	-10.2	1.5	2.7	1.09	-8.4
CCCCCCCCCCOC(=O)Cn1c(COc2cccc(OC)c2)[n+](C)c2ccccc21	13.2	-4.4	1.14	-7.0	-14.4	17.8*	-1.4	0.868	-10.9
COc1ccc(NC(=O)c2ccc(F)cc2)cc1S(=O)(=O)Nc1cc(C)ccc1Br	-3.1	1.5	0.912	0.0	8.8	20.9*	-14.0	1.03	-0.7
O=C(CCC(=O)c1cccs1)NCc1ccc(Cl)cc1	-3.4	-4.1	0.908	-2.8	9.2	-1.7	0.6	1.03	-4.9

2 entries picked at random from those above, as already listed:
SMILES	mIAP block	A3A deaminase	hIAP act	MIN6 prolif	hIAP block	GRIN3A LBD mod	MPTP inh	mIAP act	APOBEC3G inh
Cc1cccc(OCC(=O)O/N=C(\N)c2ccc(Br)cc2)c1	4.5	1.5	0.986	-2.0	1.4	4.2	-0.8	0.955	1.6
CCc1ccc(-c2nc(C)c(CCO)c(=O)[nH]2)cc1	-7.1	2.2	1.15	-1.7	-14.5	0.9	0.5	1.07	0.5

Bioassay records deposited in PubChem BioAssay by Sanford-Burnham Center for Chemical Genomics.
